OX1R antag-1: antagonists of human orexin 1 receptor (OX1R) | O43613 | OX1R-expressing cells, FRET antagonist read-out | inhibition, % at 6.6 µM | hit rate 1.8% among 330,000 | AID 485270; in the data active = inhibition mostly above about 38%, no sharp cut-off; inactive = mostly below about 40%;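 also: 0% = agonist challenge alone and 100% = reference antagonist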
Target sequence (O43613 whole entry, looked up): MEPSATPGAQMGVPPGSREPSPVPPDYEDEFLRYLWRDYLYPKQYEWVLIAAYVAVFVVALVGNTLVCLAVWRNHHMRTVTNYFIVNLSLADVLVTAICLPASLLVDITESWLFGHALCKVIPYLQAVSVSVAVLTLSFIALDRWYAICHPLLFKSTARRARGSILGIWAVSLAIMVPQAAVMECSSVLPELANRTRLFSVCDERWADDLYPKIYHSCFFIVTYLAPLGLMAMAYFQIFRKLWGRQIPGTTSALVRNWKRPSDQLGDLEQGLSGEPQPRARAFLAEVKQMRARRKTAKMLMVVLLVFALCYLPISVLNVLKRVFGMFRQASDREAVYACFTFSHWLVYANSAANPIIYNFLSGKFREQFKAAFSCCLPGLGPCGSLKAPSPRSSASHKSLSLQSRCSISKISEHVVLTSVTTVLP
OX1R antag-2: antagonists of human orexin 1 receptor; O43613; CHO/OX1R cells, Fluo-8 calcium fluorescence, orexin A; inhibition, % at 5 µM; hit rate 0.43% among 330,000; AID 434989;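 active = inhibition above its plate's threshold, mean inhibition of all tested compounds on the plate plus 3 SD, cut at about 37% in these data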;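 also: 0% = orexin A challenge wells and 100% = SB-334867-A antagonist wells; not every result past the cut was called active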
* hit, by the source's call. An unsorted share of the library, and some 2.1% of all compounds hit somewhere here.

SMILES	OX1R antag-1	OX1R antag-2
Cc1ccc(C=C2C(=O)c3ccccc3C2=O)o1	20	-10
Cc1nn(Cc2cccc(F)c2)c(C)c1NC(=O)c1ccc(COc2ccccc2Cl)cc1	15	14
COc1nc(/C=C/N(C)C)c([N+](=O)[O-])c(OC)n1	10	-33
CC(=O)N(C)c1ccc(NC(=O)Nc2ccc(Cl)cc2)cc1	19	27
CCCOc1ccc(CCC(=O)O)cc1	10	-3
COc1cccc(C(=O)NCc2cn3ccsc3n2)c1	1	-8
Cc1nnc(SCC(=O)N(C)c2ccccc2)n1-n1cccc1	3	4
CCOC(=O)C1CCN(C(=O)COc2ccc(S(=O)(=O)NC(C)C)cc2)CC1	-1	-11
Cn1c(SCc2ccccc2)nnc1-c1ccc(O)cc1	7	-1
Cc1ccc(NC2=NC(c3ccccc3)n3c(nc(C)cc3=O)N2)cc1 (stereo unspecified)	7	-18
CCC(C)c1ccccc1NC(=O)CN(C)CC(=O)Nc1ccccc1SC (stereo unspecified)	10	-17
Cc1cc(C)cc(NC(=O)NC(C)C2CCCO2)c1 (stereo unspecified)	37	7
CCc1ccc(NC(=O)C2=CC(c3cccs3)=NS(=O)(=O)N2C)cc1	7	-6
COc1ccc(S(=O)(=O)N2CCCCCC2)cc1NS(=O)(=O)c1cc(C(=O)O)cc(C)c1C	0	-5
Cc1cccc(N2C(=O)CC(Sc3ncn[nH]3)C2=O)c1 (stereo unspecified)	3	-10
Cc1cccc(OCc2nc(C#N)c(NCCN(C)C)o2)c1	4	-33
Cc1ccccc1OCc1nnc(SCC(=O)N2c3ccccc3Sc3ccc(Cl)cc32)o1	12	-17
CCCCC(=O)Nc1cccn2ncnc12	17	-3
O=C(Nc1ncc2c(n1)-c1ccccc1CC2)c1ccccc1	16	-30
COc1ccc(-c2csc(NC(=O)c3ccccc3C(=O)O)n2)cc1	14	-2
CN(C)CCC(O)(c1ccccc1)c1ccccc1	9	-10
C=CC[N+](C)(C)c1ccc(CCC(=O)CCc2ccc([N+](C)(C)CC=C)cc2)cc1	16	-10
CC1(C)CC(=O)C(CC2C(=O)CC(C)(C)CC2=O)C(=O)C1	3	-8
NC(=O)C1CCN(c2oc(/C=C/c3ccccc3)nc2S(=O)(=O)c2ccccc2)CC1	34	-23
O=C(N/N=C/c1ccc(OCc2ccccc2)cc1)c1ccc(O)cc1	15	-9
OCC[C@@H]1C[C@H](O)[C@@H](O)[C@]2(Cc3ccccc3CCO2)O1	10	-7
CSc1nc(C)nc(C2CC2)c1C#N	4	-4
N#Cc1cccc(NC(=O)Cn2cnc(S(=O)(=O)N3CCc4ccccc43)c2)c1	38	-17
COC(=O)c1sc(C(C)(C)C)cc1CSc1ccccc1	4	-13
C=CCN1C(=O)CSC1=Nc1ccc(O)cc1	6	-10
COc1ccc(Cl)cc1NC(=O)c1cnccn1	-1	-9
COc1ccc(/C=N/n2c(C)nc3ccccc3c2=O)cc1	6	-19
Cc1cc(=O)[nH]c(N2CCCNCC2)n1	3	-16
O=C(Cc1cccs1)Nn1c(Cc2cccs2)nc2ccccc2c1=O	3	-6
O=C(Nc1ccc(Cl)cc1F)C1CC1	13	3
O=C(Cc1cccs1)Nc1ccc(-c2nnn(CC(=O)N3CCOCC3)n2)cc1	3	-11
O=C(/C=C/c1ccc(S(=O)(=O)N2CCOCC2)cc1)NCc1ccc(Cl)cc1	9	-2
CCc1ccccc1NC(=O)c1cc(-c2cccc(O)c2)on1	14	-5
O=C(O)CCC(=O)Nc1nc2nccc(-c3ccccc3)n2n1	14	4
O=C(c1ccc(-c2nnc(Nc3ccccc3)c3ccccc23)cc1)N1C[C@H]2C[C@H](C1)c1cccc(=O)n1C2	16	-16

Seven of the compounds above, bar-delimited.
structure | OX1R antag-1 | OX1R antag-2
COc1ccc(Cl)cc1NC(=O)c1cnccn1 | -1 | -9
O=C(N/N=C/c1ccc(OCc2ccccc2)cc1)c1ccc(O)cc1 | 15 | -9
C=CCN1C(=O)CSC1=Nc1ccc(O)cc1 | 6 | -10
O=C(c1ccc(-c2nnc(Nc3ccccc3)c3ccccc23)cc1)N1C[C@H]2C[C@H](C1)c1cccc(=O)n1C2 | 16 | -16
OCC[C@@H]1C[C@H](O)[C@@H](O)[C@]2(Cc3ccccc3CCO2)O1 | 10 | -7
CCc1ccccc1NC(=O)c1cc(-c2cccc(O)c2)on1 | 14 | -5
N#Cc1cccc(NC(=O)Cn2cnc(S(=O)(=O)N3CCc4ccccc43)c2)c1 | 38 | -17

For convenience, two of the compounds above:
SMILES	OX1R antag-1	OX1R antag-2
Cc1ccc(C=C2C(=O)c3ccccc3C2=O)o1	20	-10
Cc1nn(Cc2cccc(F)c2)c(C)c1NC(=O)c1ccc(COc2ccccc2Cl)cc1	15	14

Next section:
SMILES	OX1R antag-1	OX1R antag-2
COC(=O)[C@@]1(Cc2ccccc2)[C@H]2C(=O)N(C)C(=O)[C@H]2[C@H]2CN=C(SCC(=O)c3ccccc3)N21	10	-14
Cc1ccc(-n2nnnc2CNC(=O)c2ccc([N+](=O)[O-])o2)cc1C	29	8
Cc1nc(CNC(=O)CC2C(=O)NCCN2Cc2ccoc2)nc2c1CCCC2 (stereo unspecified)	14	-15
CCCCC(=O)OCC(=O)Nc1ccc(C)c(F)c1	15	-12
COCOc1ccc(/C=C/C(=O)c2c(OCOC)cc(OCOC)c(CC=C(C)C)c2O)cc1OCOC	9	-21
O=C(Nc1cc(Cl)cc(Cl)c1)c1cccnc1	-7	-5
O=C(O)c1cn(Cc2ccccc2)c2ccc(Cl)cc2c1=O	26	-13
Cc1cccc(C)c1NC(=O)CN1C(=O)COc2ccccc21	8	-4
COc1ccccc1N1CCN(C(=O)c2cc(-c3cccc(Cl)c3)on2)CC1	3	-12
COC(=O)C1CN(C(=O)c2ccc(OC(F)F)cc2)c2ccccc2O1 (stereo unspecified)	8	-4
COc1cccc(N=c2oc3ccc(OC)cc3cc2-c2nc3ccccc3[nH]2)c1	9	-37
O=C(CCCSc1nc(-c2ccco2)cc(C(F)(F)F)n1)NCC1CCCO1 (stereo unspecified)	14	-39
COc1ccccc1N1CCN(C2CCCN(C(=O)c3cc(C)oc3C)C2)CC1 (stereo unspecified)	9	-14
S=C(Nc1cccnc1)Nc1ccccn1	15	-2
COc1ccc(/C=C/c2nc(-c3ccccc3)cc(=O)[nH]2)cc1	56	-6
CC(=O)NC(CC(=O)Nc1nc(C)cs1)c1ccccc1 (stereo unspecified)	1	2
CC1(C)CC(=O)C2=C(C1)NC(SCC(=O)Nc1ccccc1)=C(C#N)C21CCCCC1	9	-7
CCOc1ccc2nc(SCC(=O)N3CCCCCC3)c(C#N)cc2c1	35	-40
CCOc1ccc(CCNC(=O)C2CSC3(C)CCC(=O)N23)cc1OCC (stereo unspecified)	23	-23
CC/C(O)=N\S(=O)(=O)c1ccc(N=NN(C)C)cc1	16	-5
COc1ccccc1N1C(=O)c2ccccc2NC1c1cc(OC)c(OC)c(OC)c1 (stereo unspecified)	9	-33
NNC(=O)/C(=C\c1ccc(Br)cc1)NC(=O)c1cccs1	5	-35
O=C(N/C(=C\c1cccnc1)C(=O)N1CCOCC1)c1ccco1	4	9
CC(=O)/C=N/Nc1ccccc1	7	0
Cc1cc(C)nc(SCC(=O)N2CCC(C(N)=O)CC2)n1	16	2
Cc1ccc(NC(=O)NCCCN2CCCC2=O)c(C)c1	8	-2
O=C(Nc1cccc2ncccc12)C12CC3CC(CC(C3)C1)C2	26	-15
O=C(NC1CCCCC1)C1CCN(c2nccs2)CC1	-9	-13
CN1C(=O)N(C)C2C1N(CN1CCCCC1)C(=O)N2CN1CCCCC1 (stereo unspecified)	8	2
N#CC(=C1CCCC1)c1nc(-c2ccccc2O)cs1	93*	67*
Cc1ccccc1C(=O)NCc1ccncc1	-1	-19
O=[N+]([O-])c1ccc(N2CCN(Cc3ccncc3)CC2)cc1	13	-15
O=C(CSc1ccc2ccccc2n1)N/N=C/c1ccc(O)cc1	16	4
Cc1ccc(C)n1-c1c(C(=O)NN)cnn1-c1ccccc1	7	-11
COc1ccc(NS(=O)(=O)c2ccc(Cl)s2)cn1	11	-10
CCn1c(=O)c2ccccc2n2c(SCC(=O)N3CCCc4ccccc43)nnc12	-1	-15
O=C(NC1CCCC1)C1CCN(C(=O)NCc2ccccc2)CC1	11	-13
CCCc1nnc(SCC(=O)N2CCCC(C)C2)n1CCCOC (stereo unspecified)	28	-12
Cc1cc(NC(=O)CC2CCCC2)n(-c2nc3ccccc3[nH]2)n1	31	-32
COc1cc(/C=N/N=C2\CC3CCC2(C)C3(C)C)ccc1O (stereo unspecified)	7	-6

Compound profiles, from the list above. Order of values: OX1R antag-1 | OX1R antag-2
Cc1ccccc1C(=O)NCc1ccncc1 is entered as -1 | -19
Cc1ccc(NC(=O)NCCCN2CCCC2=O)c(C)c1 is entered as 8 | -2

Next part
SMILES	OX1R antag-1	OX1R antag-2
O=C(COC(=O)C1CC1)NC(=O)c1ccccc1	1	-15
COC(=O)c1sc(S(=O)(=O)NC(Cc2ccccc2)C(=O)O)c(C(=O)OC)c1C (stereo unspecified)	32*	13
Cc1cnc(C(=O)NCCc2ccc(C(F)(F)F)cc2)cn1	17	-1
Cc1ccccc1C(=O)Nc1ccc(C(=O)O)cc1NC(=O)c1ccccc1C	-7	-2
COc1ccc(NC(=O)Nc2ccc3c(c2)C(=O)N([C@H](C)CO)C[C@H](C)[C@@H](CN(C)S(=O)(=O)c2ccc(F)cc2)O3)cc1	5	-17
O=C(C1=C[C@H](C2CC2)C[C@H](OCc2ccc(CO)cc2)O1)N1CCN(Cc2ccccc2)CC1	16	-17
O=C(Cn1nc(-c2ccccc2)ccc1=O)Nc1ccc(N2CCN(C(=O)c3ccccc3)CC2)cc1	7	-30
CN(CC(=O)N1CCN(c2ccccn2)CC1)S(=O)(=O)c1ccccc1	15	-16
CCN(CC)S(=O)(=O)c1cc(C(=O)Nc2ccc(Cl)cn2)ccc1C	23	-25
CC1(NC(=O)c2cccc(S(=O)(=O)N3CCN(c4ccc(F)cc4)CC3)c2)CCS(=O)(=O)C1 (stereo unspecified)	20	-13
CC(C)CCn1c(Sc2nc3ccccc3o2)nc2c1c(=O)[nH]c(=O)n2C	28	-15
COCC(=O)N(C)c1nnc(-c2ccccn2)s1	21	-8
COc1ccc(CCNC(=O)CSCC(=O)Nc2ccccc2)cc1OC	10	-23
CCOC(=O)C[C@H]1c2cc(F)ccc2S(=O)(=O)N1c1ccccc1	1	-13
Cc1cccc(S(=O)(=O)NCCC(=O)OC(C)C(=O)NC(=O)NC2CCCCC2)c1 (stereo unspecified)	14	-41
COc1ccc(Cl)cc1NC(=S)NNC(=O)C1(C)CC1(Cl)Cl (stereo unspecified)	29	1
Cc1ccc(F)c(NC=C2C(=O)OC(C)(C)OC2=O)c1	-5	0
NS(=O)(=O)c1cccc(NC(=O)CN2CCN(Cc3ccc4c(c3)OCO4)CC2)c1	11	-21
Cc1cc(C)cc(OCC(=O)NCC2CCCO2)c1 (stereo unspecified)	7	-10
O=C1CN2C(=Nc3ccc(Cl)cc3C2c2ccccc2)CN1 (stereo unspecified)	18	-15

OX1R antag-2: hit marks shown above.
SMILES	OX1R antag-1	OX1R antag-2
N#CC(=C1CCCC1)c1nc(-c2ccccc2O)cs1	93*	67*

Later entries
SMILES	OX1R antag-1	OX1R antag-2
CC1CCCN(C(=S)Nc2ccc3nc4n(c(=O)c3c2)CCCCC4)C1 (stereo unspecified)	29	-12
CC(C)Cc1nnc(NC(=O)CSc2ncn[nH]2)s1	4	-3
COCC1CCN(C(=O)c2cc(COc3ccc(-n4cncn4)cc3)on2)CC1	28	-15
CC(C(=O)NC1CCCC1)N1CCN(S(=O)(=O)c2ccc(C(C)(C)C)cc2)CC1 (stereo unspecified)	14	6
Cc1ccoc1C(=O)NCCNC(=O)c1occc1C	25	-13
CCCCC(C)n1[nH]c(=O)c2c(C)cc(C)nc21 (stereo unspecified)	20	-1
N#Cc1ccccc1COC(=O)CCC(=O)c1cccs1	-2	-3
O=S(=O)(c1cc(Cl)ccc1Cl)N1CCN2CCCC2C1 (stereo unspecified)	21	-18
Cc1cccc(NCN2C(=O)c3ccncc3C2=O)n1	12	2
COc1cc(-c2nnc(SCC3(c4ccc(Br)cc4)OCCO3)o2)cc(OC)c1OC	32	-8
O=C(c1ccco1)[C@@H]1[C@@H]2C(=O)N(c3ccccc3)C(=O)[C@@H]2C2c3ccccc3C=CN21 (stereo partly specified)	10	1
COc1ccccc1NC(=O)CC1C(=O)Nc2c1c(=O)n(C)c(=O)n2C (stereo unspecified)	11	4
CS(=O)(=O)N(CC(=O)NC1CCCCCC1)Cc1ccc(Cl)cc1	10	-21
O=C1OC(c2ccc3c(c2)OCO3)=N/C1=C\c1ccc(C(=O)O)cc1	0	3
CNc1nc(N)c([N+](=O)[O-])c(NCc2ccccc2)n1	16	-16
Cc1ccc(C(=O)c2c3ccc(C(F)(F)F)cc3[n+]([O-])n2CCCC(N)=O)cc1	15	-6
CCc1c(C)nc(N2CCN(c3ccccc3F)CC2)[nH]c1=O	12	-5
CCc1ccccc1NC(=O)N1CCCC(CCC(=O)N(C)CCc2ccccn2)C1 (stereo unspecified)	7	-11
Cc1c(C(=O)OCC(=O)N(C)c2ccccc2)oc2ccccc12	32	-13
CCOC(=O)CNC(=O)N1CCCC(Cc2ccccc2)(C(=O)OCC)C1 (stereo unspecified)	4	-20
Nc1ccc(-c2nc3ncccc3o2)c(Cl)c1	6	-16
Cn1c(=NC(=O)CSCC(=O)N2CCCCC2)sc2ccccc21	16	-27
CC1=C(C(=O)OC(C)C)C(c2ccc(C)o2)C(C(=O)OC(C)C)=C(C)N1	6	-34
Cc1ccc(C)c2[nH]c(=O)c(C(c3nnnn3Cc3ccco3)N3CCc4ccccc4C3)cc12 (stereo unspecified)	45	-15
COc1ccc(-n2cnnc2SCC(=O)Nc2ccc(C(N)=O)cc2)cc1	14	4

From PubChem BioAssay
